# Assay outcomes from PubChem.
# CendR NRP1 mod: modulators of CendR peptide binding to human neuropilin-1; FAM-RPARPAR peptide binding to NRP-1, fluorescence polarization; inhibition, % at 25 µM; 0.85% of 360,000 active; AID 602438;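 active means inhibition or corrected inhibition above about 18%, plus a signal ratio from 0.5 to 1.5, limit read from the data, passing the limit was not always enough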; further: strong numbers were not always called active
# Target sequence (O14786 whole entry, looked up): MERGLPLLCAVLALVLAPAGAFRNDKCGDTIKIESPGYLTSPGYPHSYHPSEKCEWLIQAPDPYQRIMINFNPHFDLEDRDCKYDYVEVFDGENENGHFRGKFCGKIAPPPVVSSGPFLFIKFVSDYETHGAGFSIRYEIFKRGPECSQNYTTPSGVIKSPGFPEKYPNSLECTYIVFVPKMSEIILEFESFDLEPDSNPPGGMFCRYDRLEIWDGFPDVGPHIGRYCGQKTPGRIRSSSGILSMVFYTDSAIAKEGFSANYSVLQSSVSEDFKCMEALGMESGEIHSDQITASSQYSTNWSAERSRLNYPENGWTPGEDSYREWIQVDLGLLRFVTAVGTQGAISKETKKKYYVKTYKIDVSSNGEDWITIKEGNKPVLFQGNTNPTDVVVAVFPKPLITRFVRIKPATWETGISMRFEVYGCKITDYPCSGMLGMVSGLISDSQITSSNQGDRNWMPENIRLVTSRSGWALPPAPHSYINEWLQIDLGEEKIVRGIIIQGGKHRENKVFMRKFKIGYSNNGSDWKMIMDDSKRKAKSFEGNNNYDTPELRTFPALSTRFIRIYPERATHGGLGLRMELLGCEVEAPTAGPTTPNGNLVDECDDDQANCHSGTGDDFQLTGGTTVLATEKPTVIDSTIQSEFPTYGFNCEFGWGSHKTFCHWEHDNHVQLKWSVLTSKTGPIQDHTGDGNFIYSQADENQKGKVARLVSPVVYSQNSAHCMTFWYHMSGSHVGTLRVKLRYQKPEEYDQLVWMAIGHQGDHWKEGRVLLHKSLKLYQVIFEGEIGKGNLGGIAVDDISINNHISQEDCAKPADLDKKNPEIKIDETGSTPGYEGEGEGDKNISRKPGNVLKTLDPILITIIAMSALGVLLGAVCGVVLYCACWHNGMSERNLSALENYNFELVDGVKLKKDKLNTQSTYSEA
# MLLE-PAM2 inh: blocks PAM2 peptide binding to the PABP1 MLLE domain. P11940. 0.36% of 360,000 active. AID 588489. GST-MLLE / FITC-PAM2 fluorescence polarization. inhibition, % at 20 µM; in the data active means inhibition above about 35%, passing the limit was not always enough;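 further: plate controls were DMSO wells with GST-MLLE for no effect and wells lacking GST-MLLE protein for full effect; some results filed as inactive read as strong as hits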
# FAS TE block: blocks the thioesterase domain of human fatty acid synthase | P49327 | recombinant FAS-TE, OMFH fluorogenic substrate, fluorescence endpoint | 0.67% of 360,000 active | inhibition, % at 15 µM;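 active means compounds whose normalised, plate-corrected inhibition of enzyme fluorescence in the single-dose primary screen is 50% or more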;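 further: 0% = DMSO with enzyme and 100% = substrate without enzyme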
# Tb MetRS inh: Trypanosoma brucei MetRS inhibition; purified T. brucei MetRS, ATP depletion, Kinase-Glo luminescence; inhibition, % at 11.9 µM; 0.4% of 360,000 active; AID 624268;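 active means inhibition above a per-plate cutoff of the control wells' mean inhibition plus 3 SD, cut at about 5.5% in these data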;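 further: 0% = DMSO wells median and 100% = median of wells with control inhibitor compound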
#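 Assay system: T. brucei methionyl-tRNA synthetase, purified | Medium: HEPES buffer with MgCl2, KCl, DTT, spermine, BSA, pyrophosphatase | Compound: 11.9 µM single point | Incubation: 15 min enzyme-compound preincubation, 2 h reaction, 10 min detection, 25 °C | Measured by: Kinase-Glo luciferase luminescence reporting remaining unconsumed ATP | Measure: % inhibition normalized to control-well medians | Replication: Singlicate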
# MsrA inhibitor: inhibits bovine methionine sulfoxide reductase A. purified bovine MsrA, absorbance read-out. inhibition, % at 15.5 µM. 0.75% of 360,000 active. AID 651718; in the data active means inhibition above about 4.5%;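 further: 0% = vehicle wells with enzyme and 100% = reference inhibitor wells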
# MT1-MMP act inh: blocks activation of human MT1-MMP; P50281; HT1080 RFP-PRO-GFP cells, GFP/RFP ratio fluorescence, overnight; percent of plate control window, DMSO zero; 0.061% of 360,000 active; GFP/RFP ratio change, % at 20 µM;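 active means GFP/RFP ratio change of at least 30% with cell ATP level not reduced by more than half and red fluorescence within 50% of control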; further: strong numbers were not always called active
#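 Material: RFP-PRO-GFP reporter HT1080 cells. Dosing: single-point 20 µM compound, 1% DMSO. Controls: DMSO and RFP-L50D-GFP cell wells. Timing: cells overnight before dosing, compound overnight, 37 °C, 5% CO2. Measure: GFP/RFP fluorescence ratio.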
# eLon inh: E. coli protease La inhibition | inhibition, % at 7.94 µM | AID 602123 | purified E. coli Lon protease, fluorescence polarization | 0.42% of 360,000 active; in the data active means inhibition above about 13%, passing the limit was not always enough;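 further: 0% = enzyme with probe and DMSO and 100% = no enzyme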
# bovine MsrA act: bovine methionine sulfoxide reductase A activation | 0.3% of 360,000 active | activation, % at 10.6 µM | AID 602163 | purified bovine MsrA, absorbance read-out; in the data active means activation above about 7.5%;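 further: 0% = vehicle and 100% = reference activator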
# SKN-1 inh: C. elegans SKN-1 inhibition. 0.49% of 360,000 active. inhibition, % at 21.8 µM. C. elegans VP596 Pgst-4::GFP/RFP ratio, acrylamide-induced, 24 h;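 active means interference check ratio from 0.5 to 1.5 plus GFP to RFP signal ratio inhibition reaching or exceeding a fixed threshold, cut at about 30% in these data, passing the limit was not always enough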; further: some compounds called inactive have numbers as strong as hits
# * = called active by the depositor; / = not tested or not shown; & = joins results of further samples; ! = not confirmed by another sample. Not a hit list; about 4% have a hit in one of these screens.
entry | Structure | CendR NRP1 mod | MLLE-PAM2 inh | FAS TE block | Tb MetRS inh | MsrA inhibitor | MT1-MMP act inh | eLon inh | bovine MsrA act | SKN-1 inh
1 | Cc1c(C(=O)Nc2cccc(Cl)c2)cn2c(nc3ccccc32)c1C#N | -12 | -14 | -7 | 0.0 | -1.2 | 0 | -6 | -5 | 0
2 | CC(OC(=O)Cc1cccc(C(F)(F)F)c1)C(=O)Nc1ccc(Cl)cn1 (stereo not given) | 0 | 3 | 8 | -0.5 | -1.4 | -2 | -16 | -3 | -18
3 | Cc1ccc(C(=O)N2CCCCC2)cc1S(=O)(=O)N1CCCCCC1 | 13 | 6 | -4 | -0.3 | -0.4 | -2 | -3 | -4 | 7
4 | CSCCC(C(=O)Nc1c(C)cccc1C)n1c(-c2cnc(C)cn2)nc2ccccc21 (stereo not given) | 0 | / | / | 0.0 | 1.3 | 1 | / | / | 1
5 | CCN(CC)c1ccc(/C=N/NC(=O)c2cnccn2)c(O)c1 | -60 | -3 | -1 | -0.5 | 2.2 | -5 | -33 | -3 | 4
6 | CCn1ncc(Cl)c1C(=O)NC(=S)Nc1c(C)cc(C)cc1[N+](=O)[O-] | 7 | 39 | 22 | 1.1 | 1.2 | -9 | -2 | -2 | 5
7 | CCc1n[nH]c(=S)n1/N=C/c1cc(Br)c(OC)cc1OC | -1 | -33 | 3 | -0.7 | 16* | 1 | -8 | -5 | -4
8 | O=C(CSc1cnc2ccccc2n1)c1ccc(F)cc1 | -8 | 13 | 20 | -0.1 | 2.2 | -6 | -19 | -5 | 7
9 | CC(=NNC(=O)c1ccncc1)c1ccc(Cl)c(Cl)c1 | 6 | 14 | -4 | -0.2 | -0.8 | 1 | 1 | -3 | 0
10 | CC(Oc1cccc(Br)c1)C(=O)N1CCCN(C)CC1 (stereo not given) | 7 | 4 | -7 | 0.0 | -0.8 | -4 | -7 | -4 | -1
11 | Cc1ccc2cc(CN(CC(C)C)S(=O)(=O)c3ccccc3)c(=O)[nH]c2c1 | -8 | -3 | 7 | 0.0 | / | 0 | -2 | -5 | -12
12 | O=[N+]([O-])/C=C/c1cn(Cc2ccc(Cl)cc2)c2ccccc12 | -11 | -41 | -32 | 0.7 | -0.4 | -6 | -31 | -5 | 4
13 | CCOC(=O)c1c[nH]c2ccc([N+](=O)[O-])cc12 | 6 | 10 | -19 | -0.2 | 0.4 | -5 | -4 | 0 | 10
14 | CCCCn1c(N)c(S(=O)(=O)c2ccc(C)cc2)c2nc3ccccc3nc21 | -3 | -5 | 20 | 1.9 | 0.5 | -16 | 0 | -3 | 1
15 | CC(=O)C(Sc1ccc2nnc(-c3cccnc3)n2n1)C(C)=O | 4 | 18 | -9 | -0.4 | -0.7 | -1 | -5 | -3 | 3
16 | Cc1ccc([N+](=O)[O-])c(C(=O)N/N=C/c2cccs2)c1 | -3 | -6 | 8 | -0.5 | 4.1 | 1 | 2 | -3 | -7
17 | COc1ccc(Cn2c(=O)cc(C)[nH]c2=S)cc1 | 7 | -57 | -4 | -0.4 | 0.1 | 6 | -11 | -1 | 8
18 | COc1ccc2c(c1)[nH]c1c(=O)n(CCC3=CCCCC3)cnc12 | -4 | -12 | 4 | -0.9 | -0.9 | 9 | -11 | -1 | 0
19 | Cc1cccc(NC(=O)COC(=O)CC2CCCC2)c1C | 2 | 10 | -2 | 0.1 | -0.2 | 3 | 4 | -8 | 3
20 | CCn1c(SCc2nc3ccccc3[nH]2)nnc1-c1ccccc1OC | -12 | -9 | -4 | 1.3 | 0.1 | 1 | -14 | -6 | -13
21 | Cc1occc1C(=O)N1CCN(c2ccccc2)CC1 | -8 | 13 | -9 | -0.3 | -0.9 | -4 | 4 | 1 | 7
22 | O=S1(=O)N=C(N2CCc3ccccc3C2)c2ccccc21 | -8 | -4 | -1 | -0.3 | -0.9 | 1 | 4 | -2 | 3
23 | O=C(CNC(=O)c1ccc2c(=O)n3c(nc2c1)CCC3)Nc1ccc(F)c(F)c1 | 1 | -5 | 3 | 0.1 | -0.8 | 3 | 2 | -2 | 18
24 | CC(C)CN(C(=O)c1ccc([N+](=O)[O-])s1)c1c(N)n(Cc2ccccc2)c(=O)[nH]c1=O | -20 | -5 | -11 | -0.2 | 0.7 | -14 | -16 | -4 | 16
25 | O=Cc1cn(-c2ccccc2)nc1-c1ccccn1 | 12 | 6 | -2 | -1.0 | 9.1* | -5 | 8 | -8 | 8
26 | Cc1nc(-c2ccccn2)sc1C(=O)Nc1ccc(Cl)c(Cl)c1 | 12 | -1 | 31 | -1.3 | 0.2 | 11 | -1 | -7 | 15
27 | O=C(Nc1c(C(=O)N2CCCC2)cnn1-c1ccccc1)c1cccc(F)c1 | 4 | 9 | 1 | -0.7 | -0.5 | 0 | -6 | 1 | -21
28 | CC1CCN(C2=NC(=O)/C(=C/c3ccc(O)cc3)S2)CC1 | -19 | -15 | 0 | -0.3 | 4.2 | -1 | -33 | -6 | -2
29 | COC(=O)[C@H](Cc1ccccc1)NC(=O)NCCC1=CCCCC1 | 5 | 1 | 2 | 0.0 | -0.3 | -3 | -5 | -2 | 14
30 | CC1(C(=O)NCc2cccc3ccccc23)CCN1Cc1ccc(-c2ccccc2)o1 (stereo not given) | 24 | -6 | 24 | -0.5 | -0.7 | 0 | -12 | -11 | 6

# Single entries from above:
# compound 11 in SKN-1 inh is entered as -12
# compound 24 in MT1-MMP act inh is entered as -14
# compound 30 in SKN-1 inh is entered as 6
# compound 27 in CendR NRP1 mod is entered as 4
# compound 8 in MsrA inhibitor is entered as 2.2

# Gathered by group, the entries above with a thiophene ring, fused or not
entry | Structure | CendR NRP1 mod | MLLE-PAM2 inh | FAS TE block | Tb MetRS inh | MsrA inhibitor | MT1-MMP act inh | eLon inh | bovine MsrA act | SKN-1 inh
16 | Cc1ccc([N+](=O)[O-])c(C(=O)N/N=C/c2cccs2)c1 | -3 | -6 | 8 | -0.5 | 4.1 | 1 | 2 | -3 | -7
24 | CC(C)CN(C(=O)c1ccc([N+](=O)[O-])s1)c1c(N)n(Cc2ccccc2)c(=O)[nH]c1=O | -20 | -5 | -11 | -0.2 | 0.7 | -14 | -16 | -4 | 16

# New compounds follow.
entry | Structure | CendR NRP1 mod | MLLE-PAM2 inh | FAS TE block | Tb MetRS inh | MsrA inhibitor | MT1-MMP act inh | eLon inh | bovine MsrA act | SKN-1 inh
31 | CCOc1ccc(S(=O)(=O)NCCC(=O)NC2=NCCS2)cc1 | -2 | -9 | -12 | -2.1 | 0.2 | 3 | -12 | -3 | 8
32 | CN1CCN(S(=O)(=O)c2ccccc2)C(c2ccccc2)C1 (stereo not given) | 0 | -6 | -8 | -0.1 | -0.9 | -3 | 4 | -3 | 14
33 | Cc1ccc(NC(=O)/C(=C/c2cccc(Br)c2)NC(=O)c2ccco2)cc1 | -8 | -2 | 5 | 1.2 | 0.1 | -16 | -13 | -1 | 6
34 | Cc1nc(C)c(-c2nnc(-c3ccccc3Cl)o2)cc1C(=O)NN | 10 | -132 | -2 | 1.2 | -1.3 | -1 | 0 | -3 | -5
35 | O=C1CCc2cc(NS(=O)(=O)c3ccc(Cl)cc3)cc3c2N1CC3 | 0 | 4 | -4 | -0.7 | -1.2 | 3 | -5 | -10 | 1
36 | Cc1cc(NC(=O)Cc2cn3ccsc3n2)n(-c2ccccc2)n1 | -8 | -14 | -2 | -0.2 | 0.6 | 4 | -1 | -1 | 4
37 | O=C(COC(=O)/C=C/c1ccc(S(=O)(=O)N2CCCCCC2)cc1)NCc1ccccc1Cl | 8 | 5 | 12 | -0.8 | -1.6 | -1 | 4 | -9 | -6
38 | COC(=O)c1cn(-c2nc(C)c3c(n2)CCC3)nn1 | 12 | 13 | -5 | 0.1 | 0.6 | 6 | 0 | -2 | 0
39 | COC(=O)C1=C(C)NC(C)=C(C(=O)OC)C1C(=O)OC(C)C(=O)c1ccccc1 (stereo not given) | 25*! | 7&7 | -4&-5 | -0.1&-0.9 | 1.9&0.3 | 1&3 | 6&6 | -3&-7 | -2&-7
40 | COc1ccc(Nc2nnc(Cc3ccccc3)c(=O)[nH]2)c(OC)c1 | -8 | -16 | -16 | -0.1 | -1.2 | 5 | -1 | -12 | 9
41 | CCOC(=O)CSc1nc2ccccc2c(=O)n1CCC(=O)NCCc1ccc(OC)c(OC)c1 | -6 | 4 | -10 | -0.3 | 0.4 | -4 | -6 | -1 | 11
42 | CCOC(=O)c1cnc(SCc2nc(N)nc(Nc3ccc(C)cc3)n2)nc1N | -2 | 16 | 14 | -1.4 | 1.3 | -9 | -6 | 0 | 27
43 | COc1cc2c(cc1OC)-c1cc(Nc3ccccc3C)nc(=O)n1CC2 | 2 | 14 | 1 | 0.9 | 3.1 | -1 | 11 | -2 | 14
44 | COc1cc(Nc2ccc(C(=O)O)cc2[N+](=O)[O-])cc(OC)c1 | 4 | 4 | 0 | -0.2 | 2.0 | 5 | -9 | 9.7* | 9

# Grouped by structure: the entries above with an aryl thioether with sulfur outside any ring.
entry | Structure | CendR NRP1 mod | MLLE-PAM2 inh | FAS TE block | Tb MetRS inh | MsrA inhibitor | MT1-MMP act inh | eLon inh | bovine MsrA act | SKN-1 inh
8 | O=C(CSc1cnc2ccccc2n1)c1ccc(F)cc1 | -8 | 13 | 20 | -0.1 | 2.2 | -6 | -19 | -5 | 7
15 | CC(=O)C(Sc1ccc2nnc(-c3cccnc3)n2n1)C(C)=O | 4 | 18 | -9 | -0.4 | -0.7 | -1 | -5 | -3 | 3
20 | CCn1c(SCc2nc3ccccc3[nH]2)nnc1-c1ccccc1OC | -12 | -9 | -4 | 1.3 | 0.1 | 1 | -14 | -6 | -13
41 | CCOC(=O)CSc1nc2ccccc2c(=O)n1CCC(=O)NCCc1ccc(OC)c(OC)c1 | -6 | 4 | -10 | -0.3 | 0.4 | -4 | -6 | -1 | 11
42 | CCOC(=O)c1cnc(SCc2nc(N)nc(Nc3ccc(C)cc3)n2)nc1N | -2 | 16 | 14 | -1.4 | 1.3 | -9 | -6 | 0 | 27
